Htt clearance – clearance of mutant huntingtin inclusions, primary screen, imaging, HeLa Exon1htt(103Q)mCFP, confocal imaging | inhibition, % at 1.5 µM | actives 0.42% (n = 47,000) | aggregate imaging; zero = plate's median compound well;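 active means inhibition of aggregate fluorescence above about 70%, also judged a hit by eye on the cell image, limit read from the data, passing the limit was not always enough; inconclusive means no rule stated for this call; inactive means not judged a hit on image review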;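 further: cells exposed to compound for three days before fixation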
Htt clearance grain fraction – also measured in Htt clearance; calls as there; fraction fluorescence in grains; measured here: aggregate grain fluorescence fraction; hits give low values;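 scaled fraction of total cell fluorescence in grains with unit not stated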
* = called active by the depositor; ? = inconclusive; · = no result given.

No.	Htt clearance	Htt clearance grain fraction	Structure
1	-24	44	Cc1ccc2c(CN3CCN(Cc4ccc5c(c4)OCO5)CC3)cc(=O)oc2c1C
2	12	32	CCCn1c(SCC(=O)c2cc(OC)ccc2OC)nnc1-c1ccco1
3	-27	47	CC(=O)N1CCC(N2CCN(c3ccccc3F)CC2)CC1
4	-28	51	Nc1n[nH]c(-c2ccccc2)n1
5	-64	26	CCCCOc1ccc(C2CC(=O)N(C)C2=O)cc1 (stereo unspecified)
6	-15	21	COc1ccc(NC(=O)c2ccc3nccnc3c2)cc1
7	25	13	c1ccc(C(c2ccccc2)N2CCN(Cc3nnnn3C3CCCCC3)CC2)cc1
8	-12	22	COc1cc2cc(C(c3nnnn3C3CCCC3)N(C)C3CCCCC3)c(=O)[nH]c2cc1OC (stereo unspecified)

Compound profiles (already shown). Values in the order: Htt clearance, Htt clearance grain fraction
`CCCCOc1ccc(C2CC(=O)N(C)C2=O)cc1` (stereo unspecified) is entered as -64, 26
`CC(=O)N1CCC(N2CCN(c3ccccc3F)CC2)CC1` is entered as -27, 47
`c1ccc(C(c2ccccc2)N2CCN(Cc3nnnn3C3CCCCC3)CC2)cc1` is entered as 25, 13

The list continues:
No.	Htt clearance	Htt clearance grain fraction	Structure
9	44	12	N#Cc1cccc(NC(=O)CSc2ccccc2)c1
10	1	36	Cc1cc(NC(=O)COC(=O)COc2ccc(C(=O)c3ccccc3)cc2)no1
11	15	19	O=C(CN1CCN(c2ccc(F)cc2)CC1)N1CCC(Cc2ccccc2)CC1
12	-5	17	COC(=O)CCN(C(=O)c1ccc2c(c1)OCO2)c1ccccn1
13	16	33	CCn1cnc2cc(NCc3nc4ccccc4n3C)ccc21
14	-41	27	COC(=O)CP(=O)(c1ccccc1)c1ccccc1
15	-18	51	O=C(OCn1nnc2ccccc2c1=O)c1ccc2ccccc2n1
16	-9	21	O=C(CSCc1ccccc1)Nc1ccc2c(c1)OCO2
17	-6	21	Cn1c(Cn2c(C(F)(F)F)nc3ccccc32)nc2ccccc21
18	-21	20	COCCCn1nnnc1SCC(=O)Nc1nc(C)c(C)s1
19	10	18	COC(=O)c1ccc(C2CC(=O)Nc3cc(OC)c(OC)cc32)cc1 (stereo unspecified)
20	-32	50	COc1ccccc1C1C(C(=O)c2cc3ccccc3o2)=C(O)C(=O)N1CCN(C)C (stereo unspecified)
21	-4	31	Cc1cc(C)c2c(N)c(C(=O)N3CCCCCC3)sc2n1
22	10	37	Cc1cc2cc(CNC(=O)c3ccc(S(=O)(=O)N4CCOCC4)cc3)ccc2n1C
23	-7	22	Cc1cc(/C=C(/C#N)c2nc3ccccc3[nH]2)c(C)n1-c1cccc([N+](=O)[O-])c1
24	4	39	CC(=O)n1nc(-c2cccnc2)nc1N
25	26	27	COc1ccc(Nc2nc(N)nc(CSc3n[nH]c(-c4ccccc4)n3)n2)cc1
26	37	12	O=C(Nc1ccc2c(c1)OCCO2)c1c(F)cccc1F
27	-4	22	COc1ccc(S(=O)(=O)Nc2cc(OC)c(NC(=O)c3ccco3)cc2OC)cc1
28	7	17	O=C1Nc2cccnc2Sc2ccccc21
29	-10	38	COc1cc(OC)nc(NC(=O)COC(=O)C2CCCCC2)n1
30	-16	23	Cc1csc(SCC(=O)N2CCCC2)n1
31	-142	45	N#CCCSCc1ccc(C(=O)O)o1
32	16	31	CC(C)c1nc(N2CCCC2)c(C#N)c2c1CCCC2

Among those listed so far, these contain a furan ring, fused or not.
No.	Htt clearance	Htt clearance grain fraction	Structure
2	12	32	CCCn1c(SCC(=O)c2cc(OC)ccc2OC)nnc1-c1ccco1
20	-32	50	COc1ccccc1C1C(C(=O)c2cc3ccccc3o2)=C(O)C(=O)N1CCN(C)C (stereo unspecified)
27	-4	22	COc1ccc(S(=O)(=O)Nc2cc(OC)c(NC(=O)c3ccco3)cc2OC)cc1
31	-142	45	N#CCCSCc1ccc(C(=O)O)o1

Later entries:
No.	Htt clearance	Htt clearance grain fraction	Structure
33	21	27	O=C(NCc1ccccn1)c1cc2ccccn2n1
34	28	13	COc1ccc(/C=N/c2c(-c3ccc(OC)cc3)nc3n2CCS3)cc1
35	-64	30	CCC(=O)Nc1ccc(NC(=O)c2ccco2)c(OC)c1
36	-57	26	CCOC(=O)N1CCN(C(=O)NC23CC4CC(CC(C4)C2)C3)CC1
37	-49	46	Cc1ccc(S(=O)(=O)N2CCCC(C(=O)N3CCCc4ccccc43)C2)cc1 (stereo unspecified)
38	-25	45	N#Cc1ccc(-c2ccco2)nc1SCc1ccccc1
39	10	36	COC(=O)c1cn(C)c2ccc(S(=O)(=O)N3CC(C)CC(C)C3)cc2c1=O (stereo unspecified)
40	-19	46	Clc1ccc2nc(-c3ccc(Br)s3)cn2c1
41	-20	42	Cn1c(Cl)cnc1C(O)c1ccccc1 (stereo unspecified)
42	-110	77	CCOC(=O)N1CCN(S(=O)(=O)c2ccc(C(=O)Nc3ccc(F)cc3F)cc2)CC1
43	-26	46	Cc1cc(C)n2c(SCC(=O)N3CCN(S(=O)(=O)c4ccc(Cl)cc4)CC3)nnc2n1
44	1	20	Cc1ccccc1OCc1nc(-c2ccccc2)no1
45	14	14	CC(=O)Nc1nc(-c2cccs2)cs1
46	12	34	CCN(CC)S(=O)(=O)c1cccc(-c2nc3n(n2)Cc2ccccc2-3)c1
47	-78	35	COc1cc(C2N3CC4(C)CN2CC(C)(C3)C4)ccc1O (stereo unspecified)
48	26	24	CCOc1ccccc1NC(=O)C1C2C=CC(C2)C1C(=O)O (stereo unspecified)
49	10	18	COc1ccc(CCNS(=O)(=O)c2ccc3c(c2)OCCO3)cc1
50	-69	33	O=C(CSc1ncnc2c1oc1ccccc12)N1CCN(c2ccccc2)CC1
51	28	27	O=C(NCCSCc1ccco1)Nc1ccccc1
52	-48	29	CC(=O)N(C(C)=O)c1c(N2CCOCC2)c2ccccc2oc1=O
53	-110	38	COC(=O)C1=C(C)N(C)C(C)=C(C(=O)OC)C1c1ccsc1
54	-19	59	COc1ccc(OC)c(C2CC(=O)N3CN(c4ccccc4)CSC3=C2C#N)c1 (stereo unspecified)
55	-76	34	CCN(CC)CCCNC(=O)c1cn(CCOC)c(=O)c2c1c1ccccc1n2C
56	9	32	C/C(N)=C(/C#N)C(=O)CSc1nnc(-c2ccc(OC(F)F)cc2)o1

Sorted by value in Htt clearance (low to high): 6 from the list above
No.	Htt clearance	Htt clearance grain fraction	Structure
55	-76	34	CCN(CC)CCCNC(=O)c1cn(CCOC)c(=O)c2c1c1ccccc1n2C
50	-69	33	O=C(CSc1ncnc2c1oc1ccccc12)N1CCN(c2ccccc2)CC1
52	-48	29	CC(=O)N(C(C)=O)c1c(N2CCOCC2)c2ccccc2oc1=O
54	-19	59	COc1ccc(OC)c(C2CC(=O)N3CN(c4ccccc4)CSC3=C2C#N)c1 (stereo unspecified)
56	9	32	C/C(N)=C(/C#N)C(=O)CSc1nnc(-c2ccc(OC(F)F)cc2)o1
51	28	27	O=C(NCCSCc1ccco1)Nc1ccccc1

Remaining list, next part:
No.	Htt clearance	Htt clearance grain fraction	Structure
57	-43	26	O=C(Nc1nccs1)c1cccc(NC(=O)C2CC2)c1
58	-144	79	Cc1[nH][nH]c(=O)c1C(c1ccc(-c2ccc(Cl)cc2)o1)c1c(C)[nH][nH]c1=O
59	-15	57	CCC(Sc1nc(C)cc(=O)[nH]1)C(=O)Nc1ccc(Cl)cn1 (stereo unspecified)
60	6	35	O=C(NCCc1ccccc1)C1CCN(c2nc3ccccc3o2)CC1
61	9	16	O=C(Nc1ccc2c(c1)OCO2)c1ccc(CN2CCOCC2)cc1
62	-93	66	O=C(CN1CCOCCOCCN(CC(=O)Nc2ccccc2)CCOCC1)Nc1ccccc1
63	-40	26	Cc1nn(Cc2ccc(Cl)cc2Cl)c(C)c1NC(=O)C1C2CCC(O2)C1C(=O)O (stereo unspecified)
64	6	32	COC(=O)C(C)NS(=O)(=O)c1ccc(NC(C)=O)cc1 (stereo unspecified)
65	-5	20	CC(C)(C)C1CCC(=O)C(C2(O)C(=O)Nc3ccccc32)C1 (stereo unspecified)
66	-18	23	CCOc1cccc(C2C(C(=O)c3ccc(C)o3)=C(O)C(=O)N2Cc2ccncc2)c1 (stereo unspecified)
67	36	19	O=C(Cc1ccc(Cl)c(Cl)c1)OCC(=O)c1ccc[nH]1
68	-22	26	CSc1ccc(S(=O)(=O)NCc2ccc(Cl)cc2)cc1
69	-9	43	CCOCCCNC(=O)C1CCCN1S(=O)(=O)c1ccc(Cl)cc1 (stereo unspecified)
70	22	29	O=C(Nc1ccc(N2CCN(C(=O)c3ccc(Cl)cc3)CC2)cc1)c1cccnc1
71	16	34	CCOC(=O)c1c(NC(C)=O)sc2c(OC)cccc12
72	10	38	CC(C)C(CCNC(=O)CC(Cc1ccccc1)c1ccco1)c1ccco1 (stereo unspecified)
73	15	16	C=C(C)C1CC=C(C)/C(=N/NC(=O)COc2cccc3ccccc23)C1 (stereo unspecified)
74	17	16	COCCNS(=O)(=O)c1cc(F)ccc1OC
75	-11	39	Cc1ccc(S(=O)(=O)N2CCN(S(C)(=O)=O)C2)cc1
76	-14	22	S=C1COC(c2ccccc2)N1c1ccccc1 (stereo unspecified)
77	-20	48	CCOc1ccccc1C1C(C(N)=O)=C(C)Nc2nc(-c3ccc(OC)cc3)nn21 (stereo unspecified)
78	3	21	O=C(OCc1ccc(C(=O)c2ccccc2)cc1)c1cccc(-c2nnc(-c3ccccc3)o2)c1
79	-32	25	Cc1ccc2ccc(C3C(=O)c4ccccc4C3=O)nc2c1
80	-168	105	COc1ccc(CCNC(=O)CN(C2CCCCC2)S(C)(=O)=O)cc1OC
81	-15	21	CC(C)C(=O)Nc1ccc(C(=O)NCc2cccnc2)cc1
82	-25	46	Cn1c(=O)[nH]c(=O)c2c1nc1n2CCCS1
83	23	14	Cc1onc(-c2ccccc2Cl)c1C(=O)Nc1sc2c(c1C(N)=O)CCC(C)C2 (stereo unspecified)
84	-85	36	O=C(CSc1nc2ccccc2s1)N1CCN(C(=O)c2ccco2)CC1
85	16	29	CCOC(=O)C(C(=O)OCC)N(C#N)c1nc(SC)nc(N(C)C)n1
86	32	13	CSc1nc2nc(C(F)(F)F)cc(-c3ccccc3)n2n1
87	15	38	CCC1CCCCN1C(=O)N[C@@H](CCSC)C(=O)OC (stereo partly specified)
88	-6	22	Cc1cccc(N(CC(=O)NCc2ccccc2)C(=O)Cn2nnc(-c3ccc(C)o3)n2)c1
89	29	26	Cc1cccc(-c2nc(CS(=O)CC(=O)NCCCSC3CCCCC3)c(C)o2)c1 (stereo unspecified)
90	-19	43	Cc1cc(N2CCN(C)CC2)nc2ccc(NC(=O)CCC(=O)NCc3ccco3)cc12
91	3	33	CCOC(=O)CN(C(=O)CN1CCOCC1)c1ccc(Br)cc1
92	9	18	COc1ccccc1NC(=O)c1ccc(NC(=O)CSc2nnnn2C)cc1
93	-16	42	CCOC(=O)c1c(C)oc(NC(=O)COc2ccc(Cl)cc2C)c1C#N
94	32	13	CCCOc1ccc(Cn2cnc3ccccc32)cc1
95	31	25	N#Cc1nc(-c2cccs2)oc1NCc1ccccc1
96	-76	70	COc1ccccc1Nc1nnc(SCC(=O)c2cc(C)n(CC3CCCO3)c2C)s1 (stereo unspecified)
97	7	39	N#Cc1cn(-c2ccccc2)nc1-c1ccco1
98	-25	48	COc1ccc(OC)c(NC(=O)Nc2ccccc2C)c1
99	-34	22	O=C(O)c1ccc(S(=O)(=O)c2ccccc2)cc1
100	36	23	CC(C)CC(=O)NC1(C(F)(F)F)C(=O)N(Cc2ccccc2)C2=C1C(=O)CC(C)(C)C2 (stereo unspecified)
101	22	29	O=C(Nc1ccccc1Cl)NC1(C(=O)NCCCN2CCOCC2)CCCCC1
102	3	19	CCOc1ccc(N2C(=O)CC(N3CCN(c4ccc(C(=O)c5ccncc5)cc4)CC3)C2=O)cc1 (stereo unspecified)
103	2	23	COc1ccccc1CNC(=O)c1ccccc1N(C)S(C)(=O)=O
104	54	8.7	Cc1nn(Cc2ccc(C(=O)NC3CCCCC3)o2)c(C)c1Br
105	57	16	CN(c1ccccc1)S(=O)(=O)c1cc(C(=O)N2CCN(c3ccccn3)CC2)ccc1Cl
106	-11	20	CCSc1nnc(NC(=O)CSc2nnc(Cc3cccn3C)n2-c2ccc(C)cc2)s1
107	?	·	O=C(NCc1ccco1)c1ccc(Cn2c(=O)c3ccccc3n(Cc3cccc(F)c3)c2=O)cc1
108	-10	21	COc1ccc2c(c1)SCC(=O)N2C
109	-4	45	Cc1cccc(C)c1N1C(=O)c2ccccc2C1=O
110	-29	29	CCC(Sc1ncccc1C(=O)OC(C)C)C(=O)NCc1ccco1 (stereo unspecified)
111	4	35	COc1ccccc1CN(Cc1cc2cc(C)ccc2[nH]c1=O)Cc1nnnn1Cc1ccco1
112	28	13	Cn1c(=O)n(CC(=O)Nc2cccnc2)c2ccccc21

As entered above:
Htt clearance result of no. 36 → -57
Htt clearance result of no. 89 → 29

The listing continues.
No.	Htt clearance	Htt clearance grain fraction	Structure
113	51	16	CCCc1cc(=O)oc2cc(C)cc(O)c12
114	-49	28	O=C(CCc1nc(-c2ccccc2F)no1)Nc1ccc(Oc2ccccc2)cc1
115	23	14	O=c1[nH]c2cc3c(cc2cc1C(c1nnnn1CC1CCCO1)N1CCCCCC1)OCO3 (stereo unspecified)
116	-40	57	CCN1CCN(C(=O)CCCn2c(C)c3cnn(-c4ccccc4)c(=O)c3c2C)CC1
117	42	11	COC(=O)c1ccccc1NC(=O)c1ccccc1NS(C)(=O)=O
118	9	38	Cc1c(C#N)c2ncn(CCCN(C)C)c(=O)c2n1-c1ccccc1
119	48	9.5	Clc1cccc2sc(-c3nnc(-c4ccccc4)o3)c(Cl)c12
120	-1	37	Cn1c(=O)cc(OCCCC(=O)Nc2cccnc2)c2ccccc21
121	-24	38	CS(=O)(=O)N(CC(=O)N1CCC(C(N)=O)CC1)c1ccc(Cl)c(C(F)(F)F)c1
122	19	28	O=C(O)CSc1nnc(Cc2ccccc2)n1Cc1ccccc1
123	-19	24	CCOCC(=O)Nc1c(C(=O)Nc2ccc(OC)cc2OC)oc2ccccc12
124	47	11	CC1CCCCN1c1nc(-c2ccncc2)nc2ccccc12 (stereo unspecified)
125	-3	41	COc1ccc(OC)c(C(=O)c2coc3ccc(OC)cc23)c1

Bioassay records: PubChem, Columbia University Molecular Screening Center

An excerpt; rates above refer to the full screens.
